From PubChem
EPAC2 antagonist – blocks human EPAC2 exchange factor. Q8WZA2. EPAC2 GEF exchange of Rap1B-BODIPY-GDP, fluorescence. Potency, µM (top dose mostly 114 µM), inactives show at the top dose activity, negative = inhibition, usual class: inhibitors. actives 0.18% (n = 360,000). AID 720708; note: potency is the fitted concentration of half-maximal effect; % is set by controls: 0 for no effect and ±100 for the full control effect; nearly all actives have a fitted effect of over 45% in size; many of its hits are not listed in these tables
Target sequence (Q8WZA2 whole entry, looked up): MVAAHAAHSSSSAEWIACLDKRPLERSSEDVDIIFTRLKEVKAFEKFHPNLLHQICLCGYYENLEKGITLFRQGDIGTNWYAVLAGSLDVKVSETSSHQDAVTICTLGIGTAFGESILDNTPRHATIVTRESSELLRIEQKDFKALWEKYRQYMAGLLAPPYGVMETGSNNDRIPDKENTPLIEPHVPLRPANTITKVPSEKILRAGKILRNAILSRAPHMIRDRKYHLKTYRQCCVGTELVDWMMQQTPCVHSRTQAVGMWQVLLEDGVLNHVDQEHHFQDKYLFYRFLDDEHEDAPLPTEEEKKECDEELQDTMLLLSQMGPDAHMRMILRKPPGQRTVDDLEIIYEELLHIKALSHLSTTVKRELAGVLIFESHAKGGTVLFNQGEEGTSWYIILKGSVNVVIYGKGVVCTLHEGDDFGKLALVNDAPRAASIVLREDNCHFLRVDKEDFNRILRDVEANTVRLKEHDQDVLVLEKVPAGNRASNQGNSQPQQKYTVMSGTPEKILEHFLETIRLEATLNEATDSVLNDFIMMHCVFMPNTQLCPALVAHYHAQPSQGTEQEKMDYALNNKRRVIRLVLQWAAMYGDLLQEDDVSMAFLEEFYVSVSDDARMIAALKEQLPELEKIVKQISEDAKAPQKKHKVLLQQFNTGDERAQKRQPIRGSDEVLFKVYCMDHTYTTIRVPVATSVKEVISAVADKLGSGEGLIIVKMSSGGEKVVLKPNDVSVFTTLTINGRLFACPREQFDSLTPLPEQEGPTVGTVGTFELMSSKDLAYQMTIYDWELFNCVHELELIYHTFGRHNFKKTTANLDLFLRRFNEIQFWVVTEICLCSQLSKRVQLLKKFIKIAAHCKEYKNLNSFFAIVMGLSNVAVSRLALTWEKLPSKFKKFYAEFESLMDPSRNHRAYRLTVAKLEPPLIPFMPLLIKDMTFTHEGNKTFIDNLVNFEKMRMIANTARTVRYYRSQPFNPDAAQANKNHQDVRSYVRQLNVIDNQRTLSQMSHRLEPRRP
A549 tox – kills or reduces viability of A549 cells in Nrf2 counter-screen. actives 0.16% (n = 390,000). A549 ARE-Fluc cells, CellTiter-Fluor viability, 18-24 h. AID 504648. Potency, µM (highest dose often 46 µM), without a hit: top-dose activity change, negative = cytotoxicity, hits mostly inhibitors; note: potency is the fitted concentration of half-maximal effect; % is set by controls: 0 for no effect and ±100 for the full control effect
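Cytotoxicity counterscreen: CellTiter-Fluor fluorescence was measured in A549 ARE_Fluc cells after 18-24 h of compound exposure in a concentration series. The subsequent BugLite luminescent read reports ARE-luciferase activity.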
Nrf2 ARE act – activators of Nrf2 (ARE) signaling. AREc32 ARE-luciferase reporter (MCF7-derived line), luminescence, 24 h. Potency, µM (doses to about 46.1 µM), for the others: at the highest dose activation, actives largely listed as activators. actives 0.31% (n = 410,000); note: potency is the fitted concentration of half-maximal effect; % of control where 0% means no effect; nearly all actives have a fitted effect of over 65% in size
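For detection, Steady-Glo was added and plates sat 30 min at RT; before that, AREc32_Fluc cells grown overnight in OPTI-MEM/5% FBS had been treated with 23 nL compound for 24 hr at 37 deg C.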
pAkt inh – inhibitors of Akt phosphorylation; actives 0.32% (n = 360,000); Neuro2A IGF-stimulated pAkt S473 HTRF, 20 min; active compounds read low; activity change, % for hits at 50 µM; in the data active = activity change below about -80%; inconclusive = mostly about -51% to -80%; note: % is set by controls: 0 for no effect and ±100 for the full control effect
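Neuro2A cells (4,500/well, DMEM with 0.5% FBS) were treated with compound at a single 50 µM final concentration, stimulated with 6 nM IGF for 20 min at 37 °C, and lysed. Phospho-Akt Ser473 was read by HTRF as 665/615 ratio ×10^4.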
Nrf2 inh – blocks Nrf2 signaling; A549 ARE-Fluc reporter, luciferase luminescence, 18-24 h; Potency, µM (titrated, usually from 46 µM), for the others: at the highest dose activity change, negative = inhibition, hits mostly inhibitors; actives 2.1% (n = 360,000); AID 504444; note: potency is the fitted concentration of half-maximal effect; % is set by controls: 0 for no effect and ±100 for the full control effect; nearly all actives have a fitted effect of over 60% in size
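Nrf2 function is reported as luminescence of an ARE-controlled luciferase in A549 cells. Compounds were tested at several concentrations, and a CellTiter-Fluor read on the same wells flagged cytotoxicity.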
EPAC2 ag – EPAC2 (human) agonism; actives 0.079% (n = 360,000); Q8WZA2; EPAC2 activation, biochemical qHTS; response scale: 100% = 6.5 mM cAMP response; Potency, µM (highest dose often 154 µM), for inactives: at the top dose activation, hits mostly activators; note: potency is the fitted concentration of half-maximal effect; nearly all actives have a fitted effect of over 50% in size
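Each well held 100 nM EPAC2, 250 nM RAP1B-BODIPY-GDP and 50 uM GDP. Fluorescence, read at 5-min intervals to 30 min, was referenced to a 6.5 mM cAMP positive control.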
TGFb SMAD3 inh – blocks TGF-b signaling | Potency, µM (doses to about 46.1 µM), inactives show top-dose activity, negative = inhibition, usual class: inhibitors | AID 588855 | HepG2 CAGA-GFP TGF-b/SMAD3 reporter, GFP fluorescence, 18 h; TGF-beta stimulated, 500 pg/mL final | actives 1.2% (n = 410,000); note: potency is the fitted concentration of half-maximal effect; % is set by controls: 0 for no effect and ±100 for the full control effect; nearly all actives have a fitted effect of over 65% in size
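First, reporter cells (HEPG2 CAGA-GFP) rested 2 h at 37 degrees C. Next, compounds were pinned in and TGF-beta added to 500 pg/mL final. After 18 h, GFP was imaged per cell and summed per well.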
Mm-Cpn inhibitor – inhibitors of Methanococcus maripaludis chaperonin (MmCpn); AID 504842; actives 0.031% (n = 330,000); Potency, µM (highest dose often 76.9 µM), without a hit: at the top dose activity, negative = inhibition, hits mostly inhibitors; purified Mm-Cpn ATPase, ADP Transcreener TR-FRET; note: potency is the fitted concentration of half-maximal effect; % is set by controls: 0 for no effect and ±100 for the full control effect; nearly all actives have a fitted effect of over 80% in size
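Eu-cryptate anti-ADP/ADP-d2 competition gives a ratio inversely related to ADP. Enzyme at 25 nM was pre-exposed to compound for 10 min, then given 10 uM ATP for 30 min, 37°C throughout.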
CCT modulator – changes cytosolic chaperonin activity; purified chaperonin ATPase assay, HTRF ADP detection, 30 min; activity change, % (test concentration not listed), hits read low; actives 0.3% (n = 360,000); AID 651819; in the data active = activity change below about -30%; note: % is set by controls: 0 for no effect and ±100 for the full control effect
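TRiC (40 or 20 nM final, by batch activity) in 30 mM Tris pH 7.4, 100 mM KCl, 5 mM MgCl2, 1 mM DTT was treated with compound at 76 uM single dose, then 10 uM ATP, 30 min at 37 °C. ADP was read by HTRF Transcreener.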
Active calls of the source: *; i = inactive; ? = inconclusive; / = not tested or not shown; [ ] = dose if it differs, or a comment. Unless noted, calls come from the whole dose curve; as a rule, active = well fitted curve in the direction sought with a large enough effect; inconclusive = small, poorly fitted or top-dose-only effect, or another doubt; inactive = no such curve, though single readings can be large; an effect the other way counts as inactive or inconclusive. A portion of the library. The share of hits here may be higher or lower than overall.

SMILES	EPAC2 antagonist	A549 tox	Nrf2 ARE act	pAkt inh	Nrf2 inh	EPAC2 ag	TGFb SMAD3 inh	Mm-Cpn inhibitor	CCT modulator
COc1cccc(CNC(=O)C(C)n2nc(C)n3c(cc4occc43)c2=O)c1 (stereo not given)	-0.2%	-6.8%	0.0%	i	-8.8%	7.5%	25.1%	-0.5%	-4.2
CCC(Sc1nc2ccsc2c(=O)n1-c1ccc(Cl)c(C)c1)C(=O)NCc1ccco1 (stereo not given)	-5.9%	?	14.0%	i	?	3.8%	-18.0%	-2.2%	0.1
O=C(CCN1C(=O)c2ccccc2C1=O)C1=NN[C@@H]2C(=O)N(c3cccc(F)c3)C(=O)[C@H]12	8.1%	-4.2%	-0.5%	i	12.0%	-1.4%	16.4%	-1.1%	-1.2
Cc1ccc(/C(N)=N/OC(=O)c2cccc(Cn3cc(C(F)(F)F)ccc3=O)c2)cc1	-6.5%	-26.4%	-1.2%	i	-14.6%	4.1%	-0.3%	-5.6%	1.1
COc1ccc(C(C)=O)cc1CSc1nnc(-c2ccc(Cl)cc2)n1-c1ccccc1	-10.1%	-26.2%	0.0%	i	?	16.0%	-19.6%	-0.5%	0.1
Cc1nnc(SCc2nc(N)nc(Nc3ccccc3)n2)s1	-2.3%	-10.5%	3.7%	i	2.1%	7.6%	1.6%	2.9%	-1.5
COc1cccc(CNc2cccc3cccnc23)c1O	?	-0.9%	18.2%	i	5.0%	17.2%	-3.5%	0.6%	1.1
CC(C)(C)C(=O)Nc1nnc([C@H]2C[C@H](O)[C@@H](CO)O2)s1	5.3%	/	-1.0%	i	/	5.3%	9.8%	/	0.0
C/C(=N/NS(=O)(=O)c1ccc(C)cc1)c1c[nH]c2ccccc12	-8.4%	-5.5%	-0.5%	i	-7.9%	1.7%	0.0%	0.8%	2.2
Cc1cc(C)n(-c2nnc(C)n2NS(C)(=O)=O)n1	7.8%	-13.0%	-0.1%	i	10.4%	0.8%	-1.6%	-2.6%	-0.4
Cn1c(SCc2ccc(C#N)cc2)nnc1-c1ccccc1	10.8%	-6.0%	-0.1%	i	-2.1%	5.2%	-1.8%	-5.5%	-0.3
Cc1cc(C)n(CC(=O)c2ccc(Br)cc2)c(=O)c1C#N	10.9%	-3.3%	0.3%	i	/	2.4%	1.1%	0.5%	-0.1
CC1=C(C(=O)N(C(C)C)C(C)C)CC(CC(=O)NCCN2CCOCC2)C(=O)N1Cc1ccccc1 (stereo not given)	-7.2%	/	-0.1%	i	/	6.0%	6.0%	/	4.4
O=C(OCCc1cc2ccccc2c(=O)o1)c1ccco1	-4.6%	6.4%	3.3%	i	-16.1%	8.9%	8.2%	-3.0%	-0.1
O=C(COc1coc(CN2CCc3ccccc3C2)cc1=O)Nc1ccc(F)cc1F	-6.4%	1.3%	0.4%	i	-22.5%	-0.7%	12.5%	-0.5%	-0.3
COCCCN1C(=O)c2ccc(C(=O)NCc3ccccn3)cc2C1=O	-5.3%	0.0%	-0.5%	i	-10.7%	-7.1%	2.8%	1.0%	3.1
O=C(c1cccn2c(=O)c3cc(Cl)ccc3nc12)N1CCN(Cc2ccc3c(c2)OCO3)CC1	-1.0%	-2.6%	2.9%	i	?	14.2%	-9.1%	1.1%	0.7
COc1ccccc1N1CCN(C(=O)/C=C/c2c(Cl)nc3ccccn23)CC1	6.1%	-2.9%	-2.4%	i	?	-2.4%	2.8%	-0.4%	-0.9
COc1ccccc1N1CCN(C(=O)CCn2c(=O)[nH]c3ccsc3c2=O)CC1	8.2%	1.2%	-0.8%	i	-16.7%	-1.2%	-4.3%	-0.7%	0.2
Cc1ccc(CN2C(=O)CCC2C(=O)NCC2CCCO2)cc1 (stereo not given)	9.2%	-27.8%	-0.3%	i	-18.3%	6.6%	2.4%	1.0%	-1.3

Pulled one by one from above:
SMILES	EPAC2 antagonist	A549 tox	Nrf2 ARE act	pAkt inh	Nrf2 inh	EPAC2 ag	TGFb SMAD3 inh	Mm-Cpn inhibitor	CCT modulator
COc1cccc(CNc2cccc3cccnc23)c1O	?	-0.9%	18.2%	i	5.0%	17.2%	-3.5%	0.6%	1.1
Cc1cc(C)n(-c2nnc(C)n2NS(C)(=O)=O)n1	7.8%	-13.0%	-0.1%	i	10.4%	0.8%	-1.6%	-2.6%	-0.4

Further entries:
SMILES	EPAC2 antagonist	A549 tox	Nrf2 ARE act	pAkt inh	Nrf2 inh	EPAC2 ag	TGFb SMAD3 inh	Mm-Cpn inhibitor	CCT modulator
O=C(CC1SC(=O)N(Cc2ccccc2Cl)C1=O)Nc1nccs1 (stereo not given)	2.3%	-6.4%	3.1%	i	5.5%	4.9%	-8.2%	0.8%	1.6
Cc1ccc(S(=O)(=O)N2CCC[C@H]2C(=O)NC2=NCCS2)cc1	23.1%	9.0%	-0.1%	i	-4.0%	5.0%	15.9%	/	-1.6
CCOC(=O)C1(Cc2ccc(OC)cc2)CCN(C(=O)CN2CCOC2=O)CC1	1.2%	-16.0%	-0.4%	i	?	1.4%	6.3%	-0.2%	-2.3
CCC1CCCCN1C(=O)CSc1nnc(-c2cccc(Cl)c2)o1 (stereo not given)	-3.4%	-3.4%	8.4%	i	7.2%	15.2%	-2.5%	-5.5%	-2.7
O=C1CSC(=S)N1Cc1ccccc1	3.3%	/	10.7%	i	/	2.0%	?	/	1.7
O=C1Nc2ccccc2/C1=N\N=C\c1ccc(O)c(O)c1	-16.4%	?	21.5%	i	-8.6%	-9.3%	0.0%	-2.3%	-21.8
CCOc1ccc(NC(=O)C2CCCN2S(=O)(=O)c2ccc(OCC)cc2)cc1 (stereo not given)	-11.7%	-1.5%	-0.5%	i	-21.3%	2.9%	15.9%	1.4%	1.3
CCCC(=O)Nc1ccc(-c2csc(-c3cccnc3)n2)cc1	37.8%[activator]	-1.3%	0.9%	i	-25.3%	4.3%	-1.0%	-1.1%	-0.4
CN(C)c1ccc(NC(=O)Nc2ccc3c(c2)c(=O)n(C)n3Cc2ccc(Cl)cc2)cc1	17.0%	/	5.6%	i	/	15.7%	2.1%	/	0.8
CCOc1ccc(C(=O)Nc2cccc(NC(=O)c3ccc(Cl)cc3Cl)c2)cc1	/	1.0%	-1.2%	/	-10.8%	/	11.2µM*	/	/
Cn1c(=O)c2c(nc(N3CCN(Cc4ccccc4)CC3)n2CCCc2ccccc2)n(C)c1=O	-1.5%	-8.4%	0.3%	i	-22.1%	6.5%	14.8%	-0.8%	0.6
Cc1ccc(CCNS(=O)(=O)c2ccc3c(c2)C(C(C)C)C(=O)N3)cc1 (stereo not given)	/	6.5%	-0.8%	/	-25.8%	/	?	/	/
CCN(CC)CCCn1c(C)cc2c(c1=O)C(c1ccc(OC)c(OC)c1OC)C(C#N)=C(N)O2 (stereo not given)	4.1%	9.9%	-0.1%	i	-1.0%	2.4%	0.0%	-0.7%	-0.1
O=C(O)c1ccc(Nc2c3ccccc3nc3ccccc23)cc1	-8.7%	3.6%	6.5%	i	?	-8.5%	-0.4%	0.2%	-14.2
O=C(N/N=C/c1ccccc1)c1ccc(N2CCCC2=O)cc1	-3.5%	-1.6%	0.3%	i	13.0%	1.9%	?	/	1.8
CC1=C(C(=O)Nc2cc(C(=O)NCCCOC(C)C)ccc2C)SCCO1	16.8%	1.9%	-0.3%	i	8.3%	7.2%	1.0%	1.1%	0.9
Cc1ccc(S(=O)(=O)CC(=O)c2ccc3c(c2)OCCO3)cc1	-6.1%	5.0%	0.0%	i	2.2%	11.1%	6.8%	-24.8%	-1.0
CSc1ccccc1NC(=O)CN1CCN(c2ccccn2)CC1	3.0%	0.3%	-0.2%	i	-17.3%	8.3%	-16.2%	1.3%	-1.4
CCOC(=O)CC(=O)CSc1ccc2nnc(-c3ccc(F)cc3)n2n1	8.6%	6.3%[1.84 µM]	-0.5%	i	-13.6%	-5.0%	0.3%	-2.7%	-0.1
CCOc1ccc(OCC(=O)OCC(=O)NCC2CCCO2)cc1 (stereo not given)	12.9%	1.4%	0.2%	i	8.3%	3.0%	0.0%	0.8%	-1.3
COc1cccc(NC(=O)CSc2nnc(-c3ccc(C)cc3)o2)c1	4.2%	-0.7%	-1.2%	i	0.3%	1.8%	-0.3%	-23.9%	-4.8
Cc1cccc(N2CCN(C(=O)Cn3cccc3C(=O)c3ccccc3)CC2)c1C	-12.0%	?	0.2%	i	?	10.1%	16.0%	0.8%	1.2
CCc1ccc(C(=O)N/N=C(\C)c2cccnc2)s1	-9.2%	-0.6%	0.3%	i	-1.5%	1.4%	-1.1%	-2.6%	-1.2

Some of the entries so far, with bars between the fields:
canonical_smiles | EPAC2 antagonist | A549 tox | Nrf2 ARE act | pAkt inh | Nrf2 inh | EPAC2 ag | TGFb SMAD3 inh | Mm-Cpn inhibitor | CCT modulator
O=C(CC1SC(=O)N(Cc2ccccc2Cl)C1=O)Nc1nccs1 (stereo not given) | 2.3% | -6.4% | 3.1% | i | 5.5% | 4.9% | -8.2% | 0.8% | 1.6
O=C1Nc2ccccc2/C1=N\N=C\c1ccc(O)c(O)c1 | -16.4% | ? | 21.5% | i | -8.6% | -9.3% | 0.0% | -2.3% | -21.8

Results in Nrf2 inh and EPAC2 antagonist, for some of the entries so far:
compound	Nrf2 inh	EPAC2 antagonist
Cc1cccc(N2CCN(C(=O)Cn3cccc3C(=O)c3ccccc3)CC2)c1C	?	-12.0%
O=C(O)c1ccc(Nc2c3ccccc3nc3ccccc23)cc1	?	-8.7%
Cn1c(=O)c2c(nc(N3CCN(Cc4ccccc4)CC3)n2CCCc2ccccc2)n(C)c1=O	-22.1%	-1.5%
Cc1ccc(S(=O)(=O)N2CCC[C@H]2C(=O)NC2=NCCS2)cc1	-4.0%	23.1%
CCOC(=O)C1(Cc2ccc(OC)cc2)CCN(C(=O)CN2CCOC2=O)CC1	?	1.2%
